# Source: PubChem BioAssay
# DNMT1 inh = blocks human DNA methyltransferase DNMT1 | P26358 | DNMT1 molecular beacon, Hinp1I cleavage, fluorescence | inhibition (reported as % activation of signal), % at 10 µM | actives 0.83% (n = 360,000) | AID 588458; in the data active means inhibition above about 50%
# Rpn11 inh = blocks the human proteasome subunit Rpn11; O00487; calls only at 20 µM; human 26S proteasome, Ub4-pepOG fluorescence polarization; 20S core pre-blocked with epoxomicin; actives 0.59% (n = 360,000); AID 588493;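 active means inhibition at 20 µM, scaled to each plate's controls, above about 33%, limit read from the data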
# Target sequence (O00487 whole entry, looked up): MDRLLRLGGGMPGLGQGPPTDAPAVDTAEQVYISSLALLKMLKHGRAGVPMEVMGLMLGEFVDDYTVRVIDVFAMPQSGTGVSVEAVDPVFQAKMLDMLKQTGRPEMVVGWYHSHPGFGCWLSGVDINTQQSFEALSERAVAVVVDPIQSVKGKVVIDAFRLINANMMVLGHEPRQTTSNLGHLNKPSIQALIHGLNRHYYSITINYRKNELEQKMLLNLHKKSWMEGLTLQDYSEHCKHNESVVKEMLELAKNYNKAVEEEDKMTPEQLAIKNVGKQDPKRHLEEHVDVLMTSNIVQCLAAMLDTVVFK
# STEP block = STEP (human) phosphatase inhibition; recombinant STEP, OMFP fluorogenic substrate, fluorescence; inhibition, % at 20 µM; actives 0.25% (n = 360,000); AID 588621;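 active means inhibition at 20 µM, scaled per plate between control wells, above about 37%, limit read from the data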;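 further: 0% = DMSO with enzyme and substrate and 100% = substrate only without enzyme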
#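 material = STEP tyrosine phosphatase | reagent = fluorogenic phosphatase substrate OMFP at 25 µM final | doses = single compound dose of 20 µM, 1% DMSO final | schedule = 20 min reaction, room temperature, in the dark | measured by = fluorescence, 480/540 nm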
# NadD inh = blocks S. aureus nicotinate mononucleotide adenylyltransferase | AID 602399 | purified NadD enzyme, colorimetric absorbance read-out | inhibition, % at 20 µM | actives 0.78% (n = 360,000); in the data active means inhibition above about 26%; further: some compounds past the cut are filed as inactive
# MT1-MMP act inh = inhibitors of human MT1-MMP activation; HT1080 RFP-PRO-GFP cells, GFP/RFP ratio fluorescence, overnight; percent of plate control window, DMSO zero; GFP/RFP ratio change, % at 20 µM; actives 0.061% (n = 360,000);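 active means GFP/RFP ratio change of at least 30% with cell ATP level not reduced by more than half and red fluorescence within 50% of control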; further: strong numbers were not always called active
#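 Read-out: GFP/RFP fluorescence ratio; Test system: RFP-PRO-GFP reporter HT1080 cells; Compound dosing: single-point 20 µM compound, 1% DMSO; Times: overnight compound exposure at 37 °C.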
# CendR NRP1 mod = NRP-1/CendR interaction modulation. FAM-RPARPAR peptide binding to NRP-1, fluorescence polarization. inhibition, % at 25 µM. O14786. AID 602438. actives 0.85% (n = 360,000);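 active means inhibition or corrected inhibition above about 18%, plus a signal ratio from 0.5 to 1.5, limit read from the data, passing the limit was not always enough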; further: strong numbers were not always called active
# SUMO1-SIM PPI = SUMO1-SIM interaction modulation; P63165; SUMO1 binding to a labelled peptide, TR-FRET, 1 h; inhibition, % at 20 µM; actives 0.33% (n = 360,000); in the data active means inhibition above about 37%
# Target sequence (P63165 whole entry, looked up): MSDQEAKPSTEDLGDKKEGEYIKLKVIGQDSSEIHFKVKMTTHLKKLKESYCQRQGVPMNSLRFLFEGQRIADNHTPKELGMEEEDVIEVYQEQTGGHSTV
# SKN-1 block = C. elegans SKN-1 inhibition | actives 0.49% (n = 360,000) | C. elegans VP596 Pgst-4::GFP/RFP ratio, acrylamide-induced, 24 h | inhibition, % at 21.8 µM;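 active means interference check ratio from 0.5 to 1.5 plus GFP to RFP signal ratio inhibition reaching or exceeding a fixed threshold, cut at about 30% in these data, passing the limit was not always enough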; further: some compounds called inactive have numbers as strong as hits
# Scp-1 inhibitor = inhibitors of human Scp-1 phosphatase; Q9GZU7; Recombinant Scp1, phosphopeptide, malachite green phosphate absorbance; inhibition, % at 20 µM; actives 0.88% (n = 340,000);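 active means inhibition above about 50% at 20 µM, limit read from the data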;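 further: plate controls were DMSO wells with enzyme for no effect and wells lacking enzyme for full effect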
# Target sequence (Q9GZU7 76-261 limits assumed): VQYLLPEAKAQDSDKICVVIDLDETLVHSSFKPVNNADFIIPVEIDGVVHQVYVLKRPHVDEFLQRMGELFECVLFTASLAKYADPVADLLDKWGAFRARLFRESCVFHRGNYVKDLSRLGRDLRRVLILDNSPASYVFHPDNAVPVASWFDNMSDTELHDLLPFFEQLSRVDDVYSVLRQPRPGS
#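 Test system: SCP-1 catalytic domain; Buffer or medium: Acidic Tris acetate buffer with magnesium and detergent; Also added: Phosphorylated 17-residue peptide substrate; Compound: single 20 µM dose, 1% DMSO; Schedule: enzyme reaction 45 min at room temperature, colour 5 min, stabilisation 30 min; Signal: Phosphate-binding colour reagent, absorbance read at 630 nm.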
# LMPTP block = blocks human LMPTP phosphatase; inhibition, % at 20 µM; actives 0.22% (n = 360,000); P24666; recombinant LMPTP-A, OMFP fluorogenic substrate, fluorescence intensity;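 active means compounds that cut the enzyme signal by at least half of the control window in the single-dose screen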;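 further: plate controls were DMSO wells with enzyme plus substrate for no effect and substrate without enzyme for full effect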
# Target sequence (P24666 whole entry, looked up): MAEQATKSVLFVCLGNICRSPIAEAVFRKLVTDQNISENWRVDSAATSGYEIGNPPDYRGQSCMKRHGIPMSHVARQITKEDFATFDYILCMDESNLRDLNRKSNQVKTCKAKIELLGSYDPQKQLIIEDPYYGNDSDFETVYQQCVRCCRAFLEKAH
#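 Buffer or medium: Bis-Tris pH 6.0, DTT, detergent; Assay system: LMPTP-A enzyme; Quantity: 0.625 nM enzyme; Detection: endpoint fluorescence intensity; Times: 50 min dark incubation at room temperature; Controls: substrate-only low control, DMSO enzyme-plus-substrate high control; Doses: single 20 µM dose; Read-out: percent inhibition versus substrate-only and uninhibited controls; Reagent: 400 µM OMFP.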
# * marks the source's active call; other numbers are inactive results; i = inactive; x = no result given.
# Start of the data: the first 2 compounds, ahead of the listing:
DNMT1 inh	Rpn11 inh	STEP block	NadD inh	MT1-MMP act inh	CendR NRP1 mod	SUMO1-SIM PPI	SKN-1 block	Scp-1 inhibitor	LMPTP block	smiles
56*	i	1	-8	0	4	1	11	-7	4.8	COc1cccc(NC(=S)NCCC(c2ccccc2)c2ccccc2)c1
-1	i	-4	-1	2	5	3	-1	-1	-0.7	CCOc1ccc(Br)cc1CC(=O)O

# The list itself, previewed entries included:
DNMT1 inh	Rpn11 inh	STEP block	NadD inh	MT1-MMP act inh	CendR NRP1 mod	SUMO1-SIM PPI	SKN-1 block	Scp-1 inhibitor	LMPTP block	smiles
56*	i	1	-8	0	4	1	11	-7	4.8	COc1cccc(NC(=S)NCCC(c2ccccc2)c2ccccc2)c1
-1	i	-4	-1	2	5	3	-1	-1	-0.7	CCOc1ccc(Br)cc1CC(=O)O
2	i	11	-4	-1	8	3	1	1	0.2	COc1ccc(CC(=O)Nc2cc(C)on2)cc1OC
1	i	-2	-2	-4	-2	2	5	33	0.7	O=C(COC(=O)c1cccc(OC(F)F)c1)Nc1ncccn1
-2	i	-1	9	-1	3	1	0	-5	0.7	O=C(/C=C/c1ccco1)NC(=S)Nc1ccc(N2CCOCC2)c(Cl)c1
2	i	-1	-5	-3	8	-5	18	-7	1.0	CCOC(=O)c1c(C)nc2ccccc2c1-c1ccccc1
-3	i	-2	1	4	2	3	0	-5	-0.1	COc1ccc(-n2nnnc2/C(=C/N(C)C)C(=O)c2ccccc2)cc1
2	i	-3	-8	-5	-10	3	11	-11	0.7	CCOCCOC(=O)Cn1cnc2scc(-c3ccc(C)cc3)c2c1=O
6	i	0	-6	-4	2	0	7	-4	-1.1	Cc1ccccc1NC(=O)CCCCC(=O)Nc1ccccc1C
3	i	-3	-8	-4	-4	1	12	-5	-1.3	CCC(C)(C(=O)NC1CCCCC1)N(CC1CCCO1)C(=O)CNC(=O)c1ccccc1 (stereo not given)
-2	i	3	-1	-3	-4	0	-9	-1	-1.3	Cc1oc(-c2ccccc2F)nc1CS(=O)(=O)CC(=O)NCCN1CCCC1
-1	i	2	-7	-2	-10	-5	-4	-7	-0.2	CCCCCn1c(=O)[nH]c2cc(C(=O)NCCN3CCCCC3C)ccc2c1=O (stereo not given)
-6	i	7	11	-1	-24	1	0	-6	1.5	c1ccc(-n2cc(CN3CCCC(CN4CCCC4)C3)c(-c3ccc4c(c3)OCO4)n2)cc1 (stereo not given)
-15	i	2	-7	-4	-3	5	-6	-13	4.2	O=C(Nc1cnn(Cc2ccc(Cl)cc2Cl)c1)c1noc2c1CCCC2
-1	i	7	-4	0	-7	-20	-9	-28	1.9	N/C(=N\OC(=O)CCC1CCCCC1)c1ccc([N+](=O)[O-])cc1
2	i	-4	0	3	-2	1	3	-7	-0.3	C=CCNC(=O)c1ccc(-n2cccc2)cc1
-7	i	0	-5	-6	0	0	-34	-15	5.6	O=C(COc1ccc(Cl)cc1Cl)NCCCCc1ccccc1
-6	i	2	1	0	-10	-3	17	9	-0.7	CCCCCC(=O)Nc1nc2ccccc2[nH]1
-1	i	-4	-5	2	8	3	-2	-11	-1.3	OC1(c2cn(Cc3ccccc3)nn2)CCCCC1
70*	i	-2	-7	2	12	-7	10	-9	0.0	COc1ccc2[nH]c(C(=O)NCc3ccccc3)c(C)c2c1
0	i	-1	-5	-4	8	1	16	x	-0.9	CCNC(=O)C1(C)CCN(Cc2csc(-c3ccccc3)n2)C1 (stereo not given)
-6	i	-3	-12	-2	3	-2	5	-13	4.4	Cc1cc(OCC(=O)OCC(=O)N2CCc3ccccc32)ccc1Cl
4	i	-1	0	-1	-5	-1	-3	x	-2.9	CCN(CC)C(=O)c1[nH]cnc1C(=O)Nc1ccccc1F
-7	i	-3	-2	-3	17	0	13	-12	-2.0	O=C1NC(=O)N(Cc2ccccc2)CC1Br (stereo not given)
3	i	3	11	-7	1	-33	24	-8	1.5	CNC(=S)N/N=C/c1c2ccccc2c(Cl)c2ccccc12
0	i	-1	4	4	-4	2	4	-19	-0.2	O=C(CCSc1ccccc1)Nc1nnc(-c2cccs2)o1
0	i	1	14	-3	0	5	0	-9	-1.4	CC1=Nc2cc(C(=O)O)ccc2Sc2c(C)ccc(C)c21
-1	i	-2	-5	-2	-4	2	7	x	-2.7	CC1(C(=O)NS(=O)(=O)c2ccccc2Cl)CCN1C(=O)Cc1cc(F)ccc1F (stereo not given)
-8	i	4	0	-7	-5	-9	11	-13	1.4	N#CCSc1nc2c(sc(=S)n2Cc2ccco2)c(=O)n1-c1ccc(F)cc1
1	i	1	5	-3	-4	4	-2	-10	3.2	COCc1cc(C)nc(SCc2ccc(Cl)cc2)c1C#N
2	i	-1	-7	-1	7	-3	-19	-5	0.1	CCOC(=O)c1nnn(CC(=O)Nc2cccc(F)c2)c1C(=O)OCC
4	i	4	-4	3	-4	1	7	-2	2.1	CCCN(CCC)S(=O)(=O)c1cccc(-c2csc(C)n2)c1
-22	i	-2	5	-6	-28	4	1	8	-0.6	N#C/C(=C(/O)COC(=O)CSc1ccc(Cl)cc1)c1nc2ccccc2[nH]1
2	i	0	6	0	2	2	6	-3	0.2	CCN1CCn2c1nc(N1CCCCC1)nc2=O
1	i	-1	-8	3	-1	2	-14	1	0.7	O=C(COc1ccc(NC(=O)c2ccccc2)cc1)c1ccccc1
2	i	-1	-7	-1	6	1	-3	-7	-1.5	Cc1ccc(NC(=O)CN2CCN(C(=O)C3CCCO3)CC2)c(C)c1 (stereo not given)
-4	i	-2	2	2	18	0	5	-2	1.2	COc1ccc(NC2CCCN(C(=O)CSc3ccccc3)C2)cc1OC (stereo not given)
3	i	-2	-3	3	1	10	23	-11	-1.5	O=C(COc1ccc2cc(Br)ccc2c1)N1CCOCC1
2	i	0	2	4	16	0	2	-4	-5.9	CCN1CCN(C(=O)c2ccc(S(=O)(=O)Nc3ccccc3)cc2)CC1
-10	i	-4	-4	-4	-24	-1	16	5	2.0	COc1ccc(S(=O)(=O)Nc2cc(C(=O)NC3CCCCCC3)ccc2N2CCOCC2)cc1
-1	i	2	-5	3	-14	0	-3	2	0.7	COc1ccc(OCc2cc(C(=O)NCCN3CCCC(O)C3)no2)c(Cl)c1 (stereo not given)
-1	i	-3	-4	2	7	6	7	-7	-2.9	Cc1ccccc1C1NC(=S)NC2=C1C(=O)CC(C)(C)C2 (stereo not given)
7	i	-2	5	-2	-4	1	7	x	-0.5	CC1(C(=O)NS(=O)(=O)c2ccc(F)cc2F)CCN1C(=O)Cc1ccccc1 (stereo not given)
-10	i	5	20	-1	-4	-24	1	-9	1.5	Cc1ccc(NC(=O)NNC(=O)Cn2nc(-c3ccccc3)c(-c3ccccc3)c(C#N)c2=O)cc1
7	i	-1	2	-3	-1	10	18	1	0.5	Cc1cc(F)ccc1S(=O)(=O)N(CC(=O)N1CCOCC1)CC(=O)N1CCOCC1
2	i	0	-5	0	0	-2	10	-4	-0.6	CC(C)CNC(=O)c1cccc(NC(=O)C(C)C)c1
-1	i	2	4	-2	4	-1	-9	-1	-0.2	CCc1cc(C(=O)NNC(=S)NCc2ccccc2)cs1
8	i	1	-7	1	6	0	7	-8	2.0	CSc1nc2ccc(NC(=O)c3c(-c4ccccc4)noc3C)cc2s1
3	i	-1	-1	0	-1	-2	5	0	-0.9	COc1ccc(S(=O)(=O)NCC(c2ccc(F)cc2)N2CCOCC2)cc1Br (stereo not given)
0	i	2	0	1	4	1	2	-8	3.4	CCc1nn(C(C)C(=O)NCc2ccc(Cl)cc2)c(=O)c2cc3occc3n12 (stereo not given)
-2	i	0	-6	1	-6	9	0	-4	-0.7	COc1ccc(NC(=O)CSc2nc3ccsc3c(=O)n2CCCCCC(=O)O)cc1
2	i	3	-6	3	-2	0	5	0	-0.5	c1ccc(N2CCN(Cc3nnnn3C3CCCCC3)CC2)cc1
-1	i	3	0	-4	-8	-2	5	-3	0.7	Cc1nc2nc(SCC(=O)C(C)(C)C)[nH]c2cc1Br
-1	i	-3	-8	2	21*	-5	0	-4	0.2	Cc1ccc(NC(=O)C(C)N=C2NS(=O)(=O)c3ccccc32)cc1F (stereo not given)
-18	i	1	-1	-4	-3	-20	14	-6	-6.4	CN(CC(=O)Nc1ccccc1Cl)C(=O)c1cccc(S(=O)(=O)N2CCN(c3ccccc3)CC2)c1
-2	i	0	-6	4	8	-2	-21	-10	-1.7	COCCNC(=O)c1ccc(S(=O)(=O)c2ccc(Cl)cc2)c(NC(C)=O)c1

# More structures follow:
DNMT1 inh	Rpn11 inh	STEP block	NadD inh	MT1-MMP act inh	CendR NRP1 mod	SUMO1-SIM PPI	SKN-1 block	Scp-1 inhibitor	LMPTP block	smiles
6	i	2	3	1	-10	0	10	x	-1.5	CCCC(=O)N1CCC1(C)C(=O)Nc1cc(OC)c(OC)c(OC)c1 (stereo not given)
-1	i	3	-1	6	2	5	24	x	0.1	CCc1cccc(NC(=O)COC(=O)c2c(C)nn(-c3ccccc3)c2C)c1
-3	i	-1	-12	-1	-4	-6	-1	-6	1.1	COc1ccccc1NC(=O)c1cccc2c(Br)cccc12
-2	i	-2	1	14	4	-10	7	1	0.6	COc1ccc(-n2c(SCC(=O)Nc3ccc(C(N)=O)cc3)nc3c([nH]c4ccccc43)c2=O)cc1OC
-4	i	2	4	-1	-5	-2	0	-3	-3.4	Clc1ccc(-c2cc(C3CCNCC3)[nH]n2)cc1
30	i	-2	7	-12	-14	4	-3	12	8.2	CC(=O)c1ccc(S(=O)(=O)N2CCN(C(=O)/C=C/c3ccc4ccccc4n3)CC2)cc1
4	i	1	4	5	-7	2	4	1	2.1	C/C=C/c1ccc(OCCOc2cc(C=O)ccc2OC)c(OC)c1
-6	i	0	-3	-2	-7	2	-11	-7	-0.4	CCOc1ccc(NC(=O)CN(C)C(=O)c2cccnc2Sc2ccc(C)cc2C)cc1OCC
-4	i	-2	-7	-9	-6	-9	-6	-1	-0.3	O=C(c1cc(-c2ccncc2)nc2ccc(Br)cc12)N1CCN(Cc2ccc3c(c2)OCO3)CC1

# Single records, from the list above. Order of screens: DNMT1 inh	Rpn11 inh	STEP block	NadD inh	MT1-MMP act inh	CendR NRP1 mod	SUMO1-SIM PPI	SKN-1 block	Scp-1 inhibitor	LMPTP block
# CCCN(CCC)S(=O)(=O)c1cccc(-c2csc(C)n2)c1 in the list: 4	i	4	-4	3	-4	1	7	-2	2.1
# CCN1CCn2c1nc(N1CCCCC1)nc2=O in the list: 2	i	0	6	0	2	2	6	-3	0.2
# COc1ccc(-n2c(SCC(=O)Nc3ccc(C(N)=O)cc3)nc3c([nH]c4ccccc43)c2=O)cc1OC in the list: -2	i	-2	1	14	4	-10	7	1	0.6
# CN(CC(=O)Nc1ccccc1Cl)C(=O)c1cccc(S(=O)(=O)N2CCN(c3ccccc3)CC2)c1 in the list: -18	i	1	-1	-4	-3	-20	14	-6	-6.4
